Rtt109 Vps75 = blocks Candida albicans Rtt109/Vps75 acetyltransferase activity; 330,000 tested, 0.16% active; Q5AAJ8; AID 540336; purified Rtt109/Vps75, ThioGlo CoA-SH fluorescence, 4 h; inhibition, % at 34.9 µM;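 active = inhibition of at least 50% in every replicate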
RTF Ca sens inh = cardiac RTF calcium desensitization | P19429+P45379 | IANBD-labeled cardiac RTF, Ca2+ fluorescence | inhibition, % at 7.15 µM | 340,000 tested, 0.12% active;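 active = inhibition above the mean inhibition of all tested compounds plus 3 SD, cut at about 17% in these data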;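 note: assay run at fixed EC70 calcium of 1.6 mM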
RTF Ca sens act = increases calcium sensitivity of human cardiac regulated thin filaments; P19429+P45379; IANBD-labeled TnC RTF fluorescence at EC20 calcium; 0% EC20 calcium, 100% full calcium; activation, % at 7.2 µM; 340,000 tested, 0.24% active; AID 493008;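 active = activation above the mean over all tested compounds plus 3 SD, cut at about 30% in these data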;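 note: rise in fluorescence read as greater calcium sensitivity of cardiac thin filaments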
NSD2 HMT inh = inhibitors of human histone methyltransferase NSD2. O96028. NSD2 peptide methylation, AlphaScreen, 120 min. inhibition, % at 12.5 µM. 310,000 tested, 0.54% active; in the data active = inhibition above about 50%
Keap1-Nrf2 PPI = disrupts human Keap1 binding to Nrf2 peptide. 340,000 tested, 0.15% active. inhibition, % at 9.4 µM. Keap1 Kelch-Nrf2 peptide fluorescence polarization, 1536-well. Q14145; in the data active = inhibition above about 12%;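 note: human Keap1 Kelch domain with fluorescein labeled Nrf2 9mer peptide probe; 0% = neutral control wells and 100% = peptide positive control; higher means more block of Keap1 binding to Nrf2 peptide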
Target sequence (Q14145 whole entry, looked up, the tested form may be a part): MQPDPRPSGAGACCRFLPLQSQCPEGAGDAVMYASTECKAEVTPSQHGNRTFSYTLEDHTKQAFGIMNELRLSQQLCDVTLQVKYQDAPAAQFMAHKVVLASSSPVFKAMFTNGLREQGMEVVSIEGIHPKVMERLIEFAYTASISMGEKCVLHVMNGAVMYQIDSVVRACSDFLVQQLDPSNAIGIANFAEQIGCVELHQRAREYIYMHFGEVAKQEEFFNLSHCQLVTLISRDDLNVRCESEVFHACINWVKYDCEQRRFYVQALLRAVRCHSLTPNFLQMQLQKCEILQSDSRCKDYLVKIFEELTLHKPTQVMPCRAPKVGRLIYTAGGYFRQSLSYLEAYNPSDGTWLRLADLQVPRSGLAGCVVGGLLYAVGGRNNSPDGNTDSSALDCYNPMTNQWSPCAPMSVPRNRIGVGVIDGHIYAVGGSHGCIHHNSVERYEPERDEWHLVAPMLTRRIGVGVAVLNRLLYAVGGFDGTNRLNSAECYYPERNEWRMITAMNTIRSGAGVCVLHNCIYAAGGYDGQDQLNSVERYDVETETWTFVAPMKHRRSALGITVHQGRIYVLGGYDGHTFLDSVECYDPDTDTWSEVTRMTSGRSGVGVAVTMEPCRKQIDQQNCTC
CDK5 p35 inh = inhibitors of human CDK5/p35 kinase | Recombinant CDK5/p35, ADP-Glo luminescence, 60 min | inhibition, % at 10 µM | Q00535+Q15078 | 330,000 tested, 0.01% active;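 active = highest replicate inhibition of at least 50% and at least 75% of replicates reaching 50%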;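 note: plate controls were DMSO neutral control for no effect and GW8510 at 10 µM for full effect; many of its hits are not listed in these tables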
PvdQ inh = P. aeruginosa PvdQ acylase inhibition; inhibition, % at 10 µM; 340,000 tested, 0.063% active; purified PvdQ acylase, fluorescence plate reader; AID 488965; in the data active = inhibition above about 30%, passing the limit was not always enough;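 note: 0% = vehicle neutral wells and 100% = reference inhibitor wells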
LANA DNA inh = inhibitors of KSHV LANA C-terminal domain DNA binding; MBP-C-LANA/FAM-LBS DNA binding, fluorescence polarization; inhibition, % at 9 µM; 340,000 tested, 0.078% active; AID 504423;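 active = highest replicate inhibition at or above 60% at 9 µM, even if other replicates fall short; inactive = all replicates below 60% inhibition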;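 note: 0% = neutral control wells and 100% = 4 µM acridine orange control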
dFosB activator = activators of mouse delta FosB homodimer; P13346; purified delta FosB, TAMRA-CDK5 oligo fluorescence polarization; percent of positive-control signal above neutral wells; activation, % at 25 µM; 340,000 tested, 0.99% active; AID 493131;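 active = mean activation above about 17%, with every replicate also reaching it, limit read from the data, passing the limit was not always enough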;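 note: fluorescence polarization rise as delta FosB binds a TAMRA Cdk5 AP-1 oligo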
Target sequence (P13346 whole entry, looked up): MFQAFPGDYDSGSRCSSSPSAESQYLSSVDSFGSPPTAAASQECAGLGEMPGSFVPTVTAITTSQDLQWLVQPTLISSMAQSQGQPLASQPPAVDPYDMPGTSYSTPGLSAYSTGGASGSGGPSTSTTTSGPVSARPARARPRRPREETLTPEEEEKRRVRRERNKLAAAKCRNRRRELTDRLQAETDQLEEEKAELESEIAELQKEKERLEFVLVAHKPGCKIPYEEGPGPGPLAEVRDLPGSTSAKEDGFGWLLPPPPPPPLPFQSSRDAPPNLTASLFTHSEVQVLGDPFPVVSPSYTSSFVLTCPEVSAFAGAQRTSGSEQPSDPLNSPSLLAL
PfHsp90 yeast 2 = inhibits growth of yeast expressing Plasmodium falciparum Hsp90. S. cerevisiae expressing PfHsp90, BacTiter-Glo ATP, 48 h; yeast lacking PDR1 and PDR3 efflux regulators. inhibition, % at 9.4 µM. 310,000 tested, 0.32% active;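 active = every replicate shows inhibition above about 80%, whatever the replicate mean, limit read from the data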;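 note: 0% = DMSO neutral controls and 100% = 20 µM radicicol positive controls; yeast relying on Plasmodium falciparum Hsp90 in place of its own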
SUMO Mot1 rescue = SUMOylation pathway inhibition by Mot1-301 growth rescue. S. cerevisiae Mot1-301 growth rescue, ATP luminescence, 38.5C; percent above DMSO median, 100 means doubled. 320,000 tested, 1% active. growth rescue, % at 18.8 µM;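 active = every valid replicate shows activation above 250% relative to neutral control wells; inactive = the rest, any valid replicate at or below 250%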;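 note: OY570 slx delta 5 strain wells were the positive control but not used for scaling; some compounds called inactive have numbers as strong as hits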
* = called active by the depositor; x = not tested or not shown; & = joins results of further samples.

mol	Rtt109 Vps75	RTF Ca sens inh	PvdQ inh	LANA DNA inh	Keap1-Nrf2 PPI	NSD2 HMT inh	PfHsp90 yeast 2	RTF Ca sens act	CDK5 p35 inh	SUMO Mot1 rescue	dFosB activator
COCCN1C(=O)N[C@@H](c2ccccc2)[C@H](C(=O)OC)[C@H]1C	-4	-6	-2	-0.1	-2	x	-11	9	-0.6	9	1
O=C(c1ccc(NC2=NC3CS(=O)(=O)CC3S2)cc1)N(CCO)Cc1ccccc1 (centres undefined)	1	7	-7	-1.0	-4	3	8	8	0.6	-15	-10
CCOC(=O)CNC(=O)CSc1nnc(-c2ccccc2OC)n1CC	-15	-2	-17	-1.5	3	0	11	-1	-0.9	-9	0
Cn1c(CCc2ccccc2)nnc1SCC(=O)N1CCOCC1	2	6	-9	1.5	-5	-2	22	-1	0.5	2	5
COc1ccc(-c2sc3ccc(N4CCOCC4)cc3c2C#CC(C)(C)O)cc1	-1	-4	-11	0.2	-4	x	-7	8	-0.7	-20	-11
COc1ccc(C(=O)CC(=O)C(=O)Nc2ccc(Cl)cc2)cc1	0	0	-14	1.6	1	4	5	-2	-1.2	-14	-6
c1ccc(NCCC2OCC3(CO2)COC(CCNc2ccccc2)OC3)cc1 (centres undefined)	0	-6	-3	0.3	1	0	20	-3	-0.2	x	-5
O=S(=O)(N1CCOCC1)N1CCN(c2ccccc2F)CC1	-7	-9	-6	-0.2	5	-2	6	0	-0.9	-18	-5
C[C@H](CO)N1C[C@H](C)[C@@H](CN(C)Cc2ccc(Cl)c(Cl)c2)Oc2c(NC(=O)CCC(F)(F)F)cccc2C1=O	4	15	1	-0.1	-1	x	7	-1	-0.7	-14	-3
COc1ccc(N2C(=O)CC(N(CCc3ccccc3)C(=O)c3ccccc3)C2=O)cc1 (centres undefined)	5	-8	-17	-0.3	-4	0	8	2	-0.1	0	-2
CCN(C(=O)C1CCCN(c2nc(-c3ccc(OC)cc3)no2)C1)c1ccc(OC)cc1 (centres undefined)	-11	0	-10	1.3	-2	x	103*	3	-0.1	258	-4
Cc1c(C(=O)Nc2ccccc2)cnn1-c1ccccc1	-6	-1	-14	1.0	3	-2	16	0	0.5	38	-3
O=C(O)c1cccc2c1C(=O)N(c1ccccc1)C2	1	-4	-11	-3.2	1	-4	0	-1	1.6	14	-4
COc1cc(/C=C/C(=O)OCC(=O)NCCCc2ccccc2)cc(OC)c1OC	0	-2	-8	0.3	-4	-4	-14	2	8.1	-25	-10
O=Cc1ccc(N2Cc3ccccc3C2)cc1	0	-5	6	1.1	3	-2	5	-2	1.3	3	-8
Cc1ccc(C(NC(=O)NN2CCN(C)CC2)C(Cl)Cl)cc1F (centres undefined)	0	-11	-9	-1.5	-2	-1	22	3	-2.3	7	-8
COc1cc(C(=O)O/N=C(\N)c2ccncc2)cc(OC)c1OC	x	-4	12	-0.8	-3	-1	8	-1	12	-7	-17
Cc1cccc(C2c3[nH]c4ccccc4c3CCN2C(=O)Cc2n[nH]c(C)n2)n1 (centres undefined)	3	-2	1	-0.1	-2	-1	1	5	0.3	-1	-6
O=C(NCc1ccncc1)c1cccc(S(=O)(=O)N2CCc3ccccc32)c1	4	-1	2	-0.5	0	1	x	1	-0.3	-5	-4
CSCC[C@H](NC(=O)OC(C)(C)C)c1nnc(SCC(=O)Nc2ccc(C)cc2C)o1	13	-13	4	0.8	-5	2	-31	-5	0.5	-1	4
CCn1c(N2CCN(C(c3ccccc3)c3ccccc3)CC2)nc2c1c(=O)[nH]c(=O)n2C	5	-1	5	-0.3	0	0	6	-6	9.9	x	0
Cc1nn(Cc2ccc(C(=O)N3CCOCC3)o2)c(C)c1Br	6	1	-11	0.8	-6	16	0	-5	0.0	8	-1
CCC(C)[C@H](NC(=O)Nc1cccc(Cl)c1)C(=O)O (some centres undefined)	4	-23	-13	-0.3	5	-1	5	3	1.1	3	6
COc1cc2c(c(OC)c1OC)-c1ccc(SC)c(=O)cc1C(NC(=O)c1ccccc1)CC2 (centres undefined)	10	-4	5	1.1	1	3	12	-5	0.1	x	-14
COc1cccc(-c2nc(CSCC(=O)NCC3CCCO3)c(C)o2)c1 (centres undefined)	-10	-8	-7	-0.1	0	1	36	2	-0.4	-12	-2
COc1ccc(S(=O)(=O)N2CCC(C(=O)N3CCCCC3)CC2)cc1OC	-9	6	-16	-1.2	0	2	x	6	-0.4	-2	-5
COc1ccc(C(=O)n2nc(C)c(Br)c2C)cc1	-10	8	5	2.3	-2	-3	12	-6	1.4	3	-6
CSC1=NC2(C[C@H]2c2ccccc2)C(=O)N1C (some centres undefined)	2	-2	-13	-0.7	0	-1	0	0	0.9	-8	-3
Cc1ccc(SCC(=O)OCC(=O)NCc2cccs2)cc1	2	-6	18	1.3	2	2	x	17	0.2	0	-4
CC1SCC(=O)N(CC(=O)NCc2ccccc2)C1=O (centres undefined)	-2	-4	-7	0.6	2	-3	16	4	0.8	-14	0

Next part:
mol	Rtt109 Vps75	RTF Ca sens inh	PvdQ inh	LANA DNA inh	Keap1-Nrf2 PPI	NSD2 HMT inh	PfHsp90 yeast 2	RTF Ca sens act	CDK5 p35 inh	SUMO Mot1 rescue	dFosB activator
COc1ccc(NC(=O)c2ccc(CNc3c(NC4CCCCC4)c(=O)c3=O)cc2)c(OC)c1	-1&-1	-8&-2	-7&-1	-1.6&1.5	-1&-8	0	13&-10	6&3	-1.0&-0.2	0	-5&2
Cc1nc(NC(=O)c2ccccc2)sc1C1(C)CC(c2c(Cl)cccc2Cl)=NO1 (centres undefined)	9	-12	1	-1.0	-6	x	1	1	-0.2	x	0
COc1ccccc1NC(=O)CN(c1ccc([N+](=O)[O-])cc1)S(=O)(=O)c1ccccc1	7	0	3	-1.5	-3	-4	-6	-3	0.5	3	1
CCOc1ccc(C(=O)CCC(=O)N2CCC(C(=O)OC)CC2)cc1	-3	-12	0	-1.1	-1	-1	-8	5	1.6	189	-5
O=C(Cc1ccccc1)Nc1ccccc1C(=O)O	3	-3	-16	0.7	-6	-3	-20	6	-1.4	9	1
COc1ccccc1NC(=O)Nc1nc(CC(=O)NCc2ccccn2)cs1	-1	-9	-1	1.7	-10	-1	x	-3	1.5	-16	-2
CCc1cccc(CC)c1NC(=O)COC(=O)c1cccc(-c2ccc(OC(C)=O)cc2)c1	2	-3	8	-2.0	0	-2	-3	-2	1.3	4	4
O=C1c2cccc([N+](=O)[O-])c2C(=O)N1CCO	3	-14	-7	2.1	-1	-7	-6	5	1.5	-3	-2
CCCCCOC(=O)C1[C@H]2C(=O)N(c3ccccc3CC)C[C@]23C=C[C@H]1O3 (some centres undefined)	-5	-12	1	0.2	-7	-2	-3	0	-0.5	x	-4
Cc1cc2ccccc2cc1C(=O)c1ccccc1	-1	1	12	x	1	-3	-8	5	-0.2	x	-3
COc1ccc(-c2cc(C(=O)NC3=NCCS3)c3ccccc3n2)cc1OC	4	8	-1	-0.4	-1	-4	4	2	1.6	3	-12
N/C(=N\OC(=O)c1ccccc1Br)c1ccc([N+](=O)[O-])cc1	-1	-1	-16	1.8	-2	9	-36	-2	-3.1	5	6
CC(=O)c1ccc(N2CCN(Cc3cc(=O)n4c(-c5ccccc5)csc4n3)CC2)cc1	-2	-6	0	-2.2	-3	4	11	0	0.1	x	10
O=C(CN1CCN(S(=O)(=O)c2ccccc2)CC1)NC1CC1	-3	-5	22	-0.4	1	1	8	-3	-0.4	31	6
Fc1ccc(-[n+]2nc(Nc3ccccc3)sc2-c2ccc(OCc3ccccc3)cc2)cc1	-5	5	-4	15	0	x	-7	4	0.6	-2	0
O=C(NC1CCCCCCC1)c1ccc(CNc2c(N3CCOCC3)c(=O)c2=O)cc1	0	-8	-17	-0.7	0	x	7	0	-1.5	2	0
Cc1ccc(-n2c(SCC(=O)Nc3ccc4c(c3)OCO4)nnc2-c2cccs2)cc1	5	-8	-8	0.6	1	x	-8	0	2.1	x	6
Cc1ccc(OCCn2cc(/C=C/C(=O)O)c3ccccc32)cc1	-2	-13	-14	-2.1	-3	9	-38	-3	-1.9	x	-7
COc1ccc(NC(=O)c2ccco2)cc1NC(=O)c1cccc(OC(C)C)c1	8	2	-5	-1.5	-2	17	x	-2	0.0	-8	-10
Cc1ccsc1-c1nc(CSCC(=O)N2CCN(c3ccccc3)CC2)c(C)o1	5	-9	-10	0.9	-6	x	-31	0	-4.1	89	-15
Cc1cccc(OCCC(=O)Nc2c(C)n(C)n(-c3ccccc3)c2=O)c1	-3	-4	-7	-1.7	-3	-3	8	1	-3.0	361	-7
CCN(CC)CCCn1c(C)cc2c(c1=O)C(c1cccc(Cl)c1)C(C#N)=C(N)O2 (centres undefined)	18	-19	4	-2.0	-3	14	3	-9	5.8	x	-4
O=C(c1ccc(Cl)cc1)c1oc2ccccc2c1CS(=O)c1ccccc1 (centres undefined)	7	-1	-10	-0.8	-5	2	9	1	1.8	-14	-11
CCC(C)(C)c1ccc(OCC(=O)Nc2ccncc2)cc1	11	2	0	-4.3	-1	-3	-2	5	0.4	35	-2
